From PubChem
TcdB GH inh – TcdB glycohydrolase inhibitors, primary screen, biochemical, single point, plate reader | Toxin B (Clostridioides difficile), P18177 | TcdB glycohydrolase enzymatic assay | inhibition, % at 9.99 µM | hit rate 0.24% among 350,000 | AID 652162, 2013; in the data active = inhibition above about 10%
Target sequence (P18177 whole entry, looked up): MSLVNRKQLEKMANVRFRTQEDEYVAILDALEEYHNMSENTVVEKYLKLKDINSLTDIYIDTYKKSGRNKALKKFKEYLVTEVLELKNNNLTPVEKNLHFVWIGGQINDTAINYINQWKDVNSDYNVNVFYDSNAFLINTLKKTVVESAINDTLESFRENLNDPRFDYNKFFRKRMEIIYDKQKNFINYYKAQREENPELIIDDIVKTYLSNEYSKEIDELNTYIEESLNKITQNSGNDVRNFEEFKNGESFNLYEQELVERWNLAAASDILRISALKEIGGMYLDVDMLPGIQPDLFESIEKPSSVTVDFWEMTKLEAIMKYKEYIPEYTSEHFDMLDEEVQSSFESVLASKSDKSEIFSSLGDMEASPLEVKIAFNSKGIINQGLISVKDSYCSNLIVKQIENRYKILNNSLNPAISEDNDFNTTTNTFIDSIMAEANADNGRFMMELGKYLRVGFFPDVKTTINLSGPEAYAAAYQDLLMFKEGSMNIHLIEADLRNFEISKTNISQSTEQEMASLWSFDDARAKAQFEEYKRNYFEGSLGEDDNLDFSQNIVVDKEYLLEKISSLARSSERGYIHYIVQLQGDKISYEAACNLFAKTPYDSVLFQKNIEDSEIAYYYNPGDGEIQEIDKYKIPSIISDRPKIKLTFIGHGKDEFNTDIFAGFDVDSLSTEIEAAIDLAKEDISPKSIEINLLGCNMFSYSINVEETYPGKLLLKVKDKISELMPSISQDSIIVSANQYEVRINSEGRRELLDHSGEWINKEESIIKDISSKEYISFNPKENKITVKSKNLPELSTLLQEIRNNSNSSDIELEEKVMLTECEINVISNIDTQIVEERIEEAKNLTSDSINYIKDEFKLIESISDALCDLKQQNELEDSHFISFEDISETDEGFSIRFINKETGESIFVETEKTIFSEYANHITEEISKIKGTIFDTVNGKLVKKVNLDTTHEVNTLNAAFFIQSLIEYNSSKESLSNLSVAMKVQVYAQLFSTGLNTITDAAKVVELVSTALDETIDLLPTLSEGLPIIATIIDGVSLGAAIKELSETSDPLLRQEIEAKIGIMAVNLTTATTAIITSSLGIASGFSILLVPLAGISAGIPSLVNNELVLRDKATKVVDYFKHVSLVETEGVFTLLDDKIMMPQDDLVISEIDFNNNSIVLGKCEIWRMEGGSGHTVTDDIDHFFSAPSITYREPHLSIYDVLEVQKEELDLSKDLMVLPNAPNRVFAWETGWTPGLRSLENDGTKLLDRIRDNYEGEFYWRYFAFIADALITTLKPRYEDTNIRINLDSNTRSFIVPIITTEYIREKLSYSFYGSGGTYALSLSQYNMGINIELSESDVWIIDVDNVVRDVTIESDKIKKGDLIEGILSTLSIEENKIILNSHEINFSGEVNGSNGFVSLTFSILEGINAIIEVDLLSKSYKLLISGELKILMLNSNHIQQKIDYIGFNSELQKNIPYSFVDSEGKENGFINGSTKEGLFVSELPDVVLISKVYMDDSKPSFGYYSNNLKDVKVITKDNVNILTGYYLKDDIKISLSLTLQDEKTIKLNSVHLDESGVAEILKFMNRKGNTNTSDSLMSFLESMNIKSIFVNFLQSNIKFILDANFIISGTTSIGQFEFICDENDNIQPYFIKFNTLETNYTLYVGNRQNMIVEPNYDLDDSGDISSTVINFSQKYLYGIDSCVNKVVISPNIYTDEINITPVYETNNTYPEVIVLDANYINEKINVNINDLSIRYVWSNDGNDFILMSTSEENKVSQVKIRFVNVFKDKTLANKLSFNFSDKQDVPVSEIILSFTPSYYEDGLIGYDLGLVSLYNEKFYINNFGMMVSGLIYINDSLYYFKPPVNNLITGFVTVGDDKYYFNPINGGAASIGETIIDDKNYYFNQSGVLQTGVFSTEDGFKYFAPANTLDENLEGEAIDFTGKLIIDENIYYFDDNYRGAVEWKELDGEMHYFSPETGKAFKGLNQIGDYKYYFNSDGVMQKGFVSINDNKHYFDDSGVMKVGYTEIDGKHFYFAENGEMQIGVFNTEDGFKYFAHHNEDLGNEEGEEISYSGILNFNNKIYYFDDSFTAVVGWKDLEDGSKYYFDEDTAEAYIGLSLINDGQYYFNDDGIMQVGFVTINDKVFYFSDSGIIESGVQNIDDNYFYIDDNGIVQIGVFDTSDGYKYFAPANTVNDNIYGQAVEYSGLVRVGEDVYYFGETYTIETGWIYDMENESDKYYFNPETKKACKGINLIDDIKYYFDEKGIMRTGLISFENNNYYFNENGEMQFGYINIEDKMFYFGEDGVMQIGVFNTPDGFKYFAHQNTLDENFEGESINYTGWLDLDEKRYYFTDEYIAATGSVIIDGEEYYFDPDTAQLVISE
PfHsp40 rescue – rescue of yeast from PfHsp40 toxicity, primary screen, S. cerevisiae, ATP luminescence; S. cerevisiae expressing PfHsp40, growth rescue; growth rescue, % at 12.5 µM; hit rate 0.68% among 340,000; AID 504582, 2011; in the data active = growth rescue above about 28%, passing the limit was not always enough; inconclusive = no clear call, values can overlap the other calls;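 also: yeast W303a lacking pdr1 and pdr3 grown in galactose medium; growth measured after three days at 30 °C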
PrPC TRFRET – inhibitors of human cell surface prion protein PrPC, primary screen, cell-based, TR-FRET; AID 720596, 2013; Major prion protein (Homo sapiens), P04156; inhibition, % at 13.8 µM; hit rate 0.43% among 370,000; TR-FRET read-out; in the data active = inhibition above about 24%; also: 0% = median of the test wells and 100% = reference compound wells
Yp Topo-I inh – Yersinia pestis topoisomerase I inhibitors, primary screen, biochemical, cleavage product accumulation, plate reader, single point; DNA topoisomerase I (Yersinia pestis CO92); Y. pestis Topo-I cleavage product accumulation; activity, % at 10 µM; hit rate 0.064% among 360,000; in the data active = activity above about 50%, passing the limit was not always enough; inconclusive = no clear call, values can overlap the other calls; also: inactives centre near 2
Anthrax LF inh2 – Bacillus anthracis LF protease inhibitors, primary screen, biochemical, multiplex microsphere, MLPCN library; Lethal factor (Bacillus anthracis), P15917; multiplex microsphere protease cleavage assay; inhibition, % at 10 µM; hit rate 0.12% among 360,000; also: plate controls were buffer without enzyme for full effect and enzyme alone for no effect
Vc quorum ag – inducers of Vibrio cholerae quorum light production without autoinducers, primary screen, BH1578 luxS cqsA deficient, single point; V. cholerae BH1578 lux reporter, luminescence, 6 h; activation, % at 18.7 µM; hit rate 0.16% among 350,000; AID 588436, 2011; in the data active = activation mostly above about 9.7%, no sharp cut-off; inconclusive = no clear call, values can overlap the other calls; inactive = mostly below about 3.7%; also: not every result past the cut was called active; inactives centre near 0; reference of the scale not given here
BoNT A protease – BoNT/A light chain protease inhibitors, primary screen, biochemical, flow cytometry, MLPCN library. Botulinum neurotoxin type A light chain protease (Clostridium botulinum A str. ATCC 3502). multiplex microsphere protease substrate cleavage. inhibition, % at 10 µM. hit rate 0.17% among 360,000. AID 588499, 2011; also: plate controls were buffer without enzyme for full effect and enzyme alone for no effect
PriA SSB inh – inhibitors of Klebsiella pneumoniae PriA binding to SSB C-terminal tail, primary screen, biochemical, AlphaScreen. PriA–SSB C-terminal tail interaction (Klebsiella pneumoniae). AlphaScreen SSBct-PriA binding, biotinylated peptide. inhibition, % at 33 µM. hit rate 0.6% among 430,000. AID 1272365, 2023; in the data active = inhibition mostly above about 37%, no sharp cut-off; inactive = mostly below about 20%;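 also: plate controls were negative control peptide for no effect and reference peptide for full effect; strong numbers were not always called active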
SARS 3CLpro inh – SARS-CoV 3CLpro protease inhibitors, primary screen, biochemical, quenched FRET | Replicase polyprotein 1ab (Severe acute respiratory syndrome coronavirus), P0C6X7 | recombinant SARS-CoV 3CLpro, quenched FRET peptide cleavage | inhibition, % at 6 µM | hit rate 0.14% among 290,000; in the data active = inhibition above about 12%
* hit, by the source's call; i = inactive; ? = inconclusive; . = no result given; & = joins results of further samples. Rule as the data show it, unless noted: active = inhibition above about 30%; inconclusive = no clear call, values can overlap the other calls; inactive = below that. A portion of the library; the hit share may differ from the screen's.

SMILES	TcdB GH inh	PfHsp40 rescue	PrPC TRFRET	Yp Topo-I inh	Anthrax LF inh2	Vc quorum ag	BoNT A protease	PriA SSB inh	SARS 3CLpro inh
Cc1ccc(OCCC(=O)OC(C)C(=O)Nc2ccc(Cl)cn2)cc1 (stereo unspecified)	1.0	0.8	1	18	-2	-0.7	0.4	6	.
Cc1cc(N2CCOCC2)n2ncc(-c3ccccc3)c2n1	.	-0.6	-2	2	-1	-25	0.3	-37	0
Cc1ccc(S(=O)(=O)N(C)CC(=O)NNC(=O)CCS(=O)(=O)c2ccccc2)cc1	0.1	-1.8	-3	-1	-6	-5.5	-1.1	-10	.
CNC(=O)c1ccc(C)c(NC(=O)C2=C(C)OCCS2)c1	-1.5	-1.2	7	-5	9	-1.0	-0.5	0	1
O=C(NCCc1ccccc1)c1ccc(-n2cnnn2)cc1	0.3	-1.5	-4	3	-2	-0.2	?	6	1
CCOc1ccc(NC(=O)C2C3CC/C=C\CCC32)cc1 (stereo unspecified)	1.9	-0.2	0	8	-18	-0.4	4.6	-9	2
CCN1CCC2(CCN(Cc3cn[nH]c3-c3ccc(OC)c(F)c3)C2)C1 (stereo unspecified)	-0.8	0.0	6	6	-2	-0.3	-0.1	11	-2
Cc1ccc(C)c(S(=O)(=O)N2CCCC2CNC(=O)C(=O)NCc2cccs2)c1 (stereo unspecified)	2.1	-0.3	5	29	4	-0.7	1.9	-7	.
COc1ccccc1OCC(O)Cn1c(Br)nc2c1c(=O)[nH]c(=O)n2C (stereo unspecified)	.	-0.1	-2	0	-2	0.0	0.0	-17	-3
CC(NC(N)=O)C(=O)Nc1ccc(Cl)c(S(=O)(=O)Nc2ccc(Cl)cc2)c1 (stereo unspecified)	1.4	-2.5	-6	1	-3	-0.3	-0.4	4	0
Cn1c(SCc2ccccc2Cl)nc(C(F)(F)F)cc1=O	.	-0.4	-3	-4	-2	i	-0.6	-6	-2
O=C(O)C1CC(c2ccccc2)=NO1 (stereo unspecified)	.	0.2	8	0	0	0.0	0.0	7	4
CN(C)S(=O)(=O)c1ccc(NCC2COc3ccccc3O2)c([N+](=O)[O-])c1 (stereo unspecified)	.	1.0	-9	9	-1	i	-0.9	2	7
Cc1ccc(Cn2cc(C=O)c(-c3ccc(F)cc3)n2)cc1	0.0	7.1	-3	7	-4	-0.5	-2.9	-16	5
O=c1c2cc(N3CCOCC3)ccc2[nH]c(=S)n1CC1CCCO1 (stereo unspecified)	.	1.1	-1	9	-4	12	-8.8	-5	0
CC(C)CC(C(=O)O)N(Cc1ccccc1)Cc1ccccc1 (stereo unspecified)	.	0.9	8	8	-1	-0.3	-0.3	-3	2
O=C(NCCCN1CCCC1=O)C1CCN(S(=O)(=O)c2cc(C(F)(F)F)ccc2Cl)CC1	-0.4	-0.3	-7	2	-7	i	-2.0	-9	.
COc1ccc(NC(=S)N2CCC(NC(=O)C3CCCCC3)CC2)cc1	1.1	-1.3	8	1	0	-0.5	-0.8	-4	2
CC(Oc1ccc(-c2ccccc2)c(F)c1)c1ccn(S(=O)(=O)c2ccc(Br)cc2)n1 (stereo unspecified)	.	-0.7	-3	-6	-2	-2.2	-0.8	-5	2
O=C(Nc1nnc(-c2ccco2)o1)c1cccc(N2C(=O)CCC2=O)c1	0.6	-1.2	-2	3	-12	-0.5	-1.8	3&-6	0

Filtered by structure: the entries above with a halogen (eight)
SMILES	TcdB GH inh	PfHsp40 rescue	PrPC TRFRET	Yp Topo-I inh	Anthrax LF inh2	Vc quorum ag	BoNT A protease	PriA SSB inh	SARS 3CLpro inh
Cc1ccc(OCCC(=O)OC(C)C(=O)Nc2ccc(Cl)cn2)cc1 (stereo unspecified)	1.0	0.8	1	18	-2	-0.7	0.4	6	.
CCN1CCC2(CCN(Cc3cn[nH]c3-c3ccc(OC)c(F)c3)C2)C1 (stereo unspecified)	-0.8	0.0	6	6	-2	-0.3	-0.1	11	-2
COc1ccccc1OCC(O)Cn1c(Br)nc2c1c(=O)[nH]c(=O)n2C (stereo unspecified)	.	-0.1	-2	0	-2	0.0	0.0	-17	-3
CC(NC(N)=O)C(=O)Nc1ccc(Cl)c(S(=O)(=O)Nc2ccc(Cl)cc2)c1 (stereo unspecified)	1.4	-2.5	-6	1	-3	-0.3	-0.4	4	0
Cn1c(SCc2ccccc2Cl)nc(C(F)(F)F)cc1=O	.	-0.4	-3	-4	-2	i	-0.6	-6	-2
Cc1ccc(Cn2cc(C=O)c(-c3ccc(F)cc3)n2)cc1	0.0	7.1	-3	7	-4	-0.5	-2.9	-16	5
O=C(NCCCN1CCCC1=O)C1CCN(S(=O)(=O)c2cc(C(F)(F)F)ccc2Cl)CC1	-0.4	-0.3	-7	2	-7	i	-2.0	-9	.
CC(Oc1ccc(-c2ccccc2)c(F)c1)c1ccn(S(=O)(=O)c2ccc(Br)cc2)n1 (stereo unspecified)	.	-0.7	-3	-6	-2	-2.2	-0.8	-5	2

Additional compounds.
SMILES	TcdB GH inh	PfHsp40 rescue	PrPC TRFRET	Yp Topo-I inh	Anthrax LF inh2	Vc quorum ag	BoNT A protease	PriA SSB inh	SARS 3CLpro inh
COc1ccc(C(=O)/C(=C\N(C)C)n2nc(C)cc2C)cc1	2.5	-0.4	6	-4	-1	-1.3	-0.4	-10	-2
NS(=O)(=O)c1ccc(NC(=O)COC(=O)CCC2CCCCC2)cc1	.	-0.7	-2	-2	-4	-0.4	-0.8	-3	-2
Cc1cc(C(=O)COc2cccc(-n3cnnn3)c2)c(C)n1-c1ccccc1	.	0.6	9	29	-3	5.3	-0.4	5	5
CCCCN(CC)CCCNC(=O)c1csc2c1CCCCC2	1.2	3.4	8	-3	1	-2.7	-0.7	-2	8
N#C/C(=C\Nc1ccc(F)c(Cl)c1)S(=O)(=O)c1ccccn1	1.6	0.0	-1	1	-6	-0.6	-0.6	-6	2
Cc1ccc(NC(=O)CSc2ccccc2NC(=O)c2ccccc2)cc1Cl	0.4	1.4	6	15	-2	-0.4	-0.9	-11	-1
COC(=O)C(=NNc1c(C)n(C)n(-c2ccccc2)c1=O)C(=O)OC	.	-0.9	-5	1	0	-0.2	-1.1	1	2
COc1ccc(-c2cc(-c3ccc(F)cc3)nc(N3CCN(C)CC3)n2)cc1	.	0.5	-7	-3	-6	.	-1.1	-3	1
C#CCOCCOCCOCCNc1nc(N2CCN(C(=O)[C@H]([C@@H](C)O)n3cc(CCCCN)nn3)CC2)nc(N2CCN(C(=O)[C@H](CCCCN)n3cc(CCC(=O)O)nn3)CC2)n1	0.6	1.9	-4	1	-4	i	-0.8	13	.
O=C(NCCCN1CCCC1=O)C1CCN(S(=O)(=O)c2ccccc2)CC1	0.4	-0.3	3	5	-9	i	0.9	-5	.
Cc1ccc2cc(CCNC(=O)Cc3cccs3)c(=O)[nH]c2c1	-0.3	0.0	-4	6	-1	-0.2	-0.1	4&-19	-1
CC(=O)N1c2ccc(S(=O)(=O)N3CCCC(C(=O)N4CCCCC4)C3)cc2CC1C (stereo unspecified)	-2.1	-0.2	14	-4	-1	0.3	-0.4	-3	-4
CCOC(=O)c1c(C)[nH]c(C(=O)NCCN2CCOCC2)c1C	0.4	1.9	0	2	-6	-1.3	-0.3	-2	-7
COc1cc(C(C(=O)NCC2CCCO2)N(C(=O)Cn2nnc3ccccc32)c2ccc(OC)c(OC)c2)ccc1O (stereo unspecified)	1.6	-0.3	0	3	-2	-0.2	-2.1	2	0
COCCNC(=O)Cc1ccc(F)cc1	-0.3	-1.2	5	0	0	-0.2	-0.8	-2	3
CCOC(=O)c1c(Nc2nc(C)c(C(=O)NC)s2)sc(C)c1C	.	-0.2	-1	16	-1	-2.8	0.4	-6	1
Oc1[nH]c2ccccc2c1N=NC(=S)NCCc1ccccc1	-0.1	3.2	-2	-11	1	i	1.4	35	5
CCc1cccc(NC(=O)CN(C)S(=O)(=O)c2cccs2)c1	-2.0	-0.8	11	4	1	i	-0.7	-4	-1
Cc1cc(OC(C)C(=O)N[C@H](C(=O)O)c2ccccc2)c2c3c(c(=O)oc2c1)CCC3 (stereo partly specified)	1.5	-0.1	-6	0	-2	-0.6	-0.7	-6	1
O=C(O)Cn1ncc2c1-c1ccoc1CC2	0.6	-0.4	10	-6	0	i	-0.2	-4	-12
COc1ccc(-n2nc3c(N4CCC(C(=O)N5CCCCCC5)CC4)nnc(C)c3c2C)cc1	-0.3	0.0	-2	24	-1	i	-13	0	-1
COc1ccc(CN2CCC(C(=O)c3cccc(Cl)c3)CC2)cc1	-2.3	-1.3	1	1	-10	-0.1	-3.4	7	2
Cc1ccc(C(=O)N2CCC(C(N)=O)CC2)cc1C	.	0.1	10	0	-8	-0.3	-1.3	-19	0
CCOC(=O)N1CCC(N(CCOC)C(=O)Nc2ccc(Cl)cc2)CC1	-0.3	-0.9	6	4	-5	i	0.2	2	3
COC(=O)C1=C(c2cc3ccccc3s2)C[C@@H]2CC[C@H]1N2C(=O)N1CCOCC1	-0.1	-0.1	3	12	3	0.8	0.5	6	.
COc1ccc(S(=O)(=O)N2CCCCCC2)cc1C(=O)Nc1ccc(C(=O)N(C)C)cc1	0.7	-0.6	2	32	.	i	.	-2	.
Cc1cc(C)n(-c2nnc(C)n2/N=C/c2ccc(O)cc2)n1	0.4	0.9	-9	12	-5	-1.0	-0.8	.	5
O=C(Nc1ccncc1)c1cccc(F)c1	.	-1.2	-2	4	-3	i	-0.5	-20	-5
O=C(NCc1ccccc1Cl)/C(=C\c1cccnc1)NC(=O)c1ccccc1	2.0	0.0	-12	-1	3	i	-3.1	1	6
CS(=O)(=O)c1ccc(NC(=O)c2ccc3c(c2)S(=O)(=O)N=C2CCCCCN23)cc1	0.8	0.4	-6	-6	4	i	2.2	3	.
O=c1oc2ccccc2c(NC2CCCCC2)c1NS(=O)(=O)c1ccc(Cl)cc1	0.3	-0.9	-2	-7	.	i	.	-5	2
COc1ccc(NC(=O)Nc2ccccc2SC)c(OC)c1	-0.2	-0.7	11	-13	6	-0.3	1.3	-3	0
Cc1ccc(N2CC(NC(=O)N3CCN(C(=O)c4ccco4)CC3)CC2=O)cc1 (stereo unspecified)	2.2	-0.9	-2	1	.	i	.	-14	.
CCOc1ncccc1C(=O)OC(C)C(=O)Nc1ccc(CC)cc1 (stereo unspecified)	5.0	1.0	6	9	1	i	-0.2	4	2

Looked up by compound from above:
SMILES	TcdB GH inh	PfHsp40 rescue	PrPC TRFRET	Yp Topo-I inh	Anthrax LF inh2	Vc quorum ag	BoNT A protease	PriA SSB inh	SARS 3CLpro inh
COc1ccc(S(=O)(=O)N2CCCCCC2)cc1C(=O)Nc1ccc(C(=O)N(C)C)cc1	0.7	-0.6	2	32	.	i	.	-2	.
O=C(NCc1ccccc1Cl)/C(=C\c1cccnc1)NC(=O)c1ccccc1	2.0	0.0	-12	-1	3	i	-3.1	1	6
